MC4R antag cAMP: antagonists of human melanocortin 4 receptor (MC4R). 0.48% of 360,000 active. inhibition, % at 6.5 µM. P32245. MC4R-expressing cells, MTII-stimulated cAMP, LANCE TR-FRET. AID 540295;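 active means inhibition above its plate's cutoff, the mean of tested wells on that plate plus 3 SD, cut at about 29% in these data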;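 further: 0% = Melanotan II alone and 100% = Melanotan II plus saturating MCL0020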
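Material: U2OS-MC4R stable cell line | Reagent: Melanotan II challenge after compound preincubation | Doses: One concentration, 6.5 µM nominal | Incubation: 30-min compound preincubation, 1-h Melanotan II challenge, 1-h detection, room temperature | Signal: TR-FRET cAMP assay | Replicates: One well per compound, no replicates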
ABCB6 inh 2: blocks the human ABCB6 transporter; Q9NP58; K562-ABCB6 porphyrin accumulation, flow cytometry, 1 h; hits give low values; fluorescence ratio to DMSO, % at 10 µM; 0.19% of 360,000 active; AID 602162;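 active means fluorescence ratio to DMSO below 75%, the collection mean minus 3 SD; inconclusive means too few cells collected in the well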;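 further: signal is porphyrin accumulated inside mitochondria; 100% equals median channel fluorescence of DMSO control wells; lower ratio means ABCB6 inhibition with less porphyrin fluorescence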
N-glyco inh: blocks N-linked glycosylation in D54 reporter cells; D54 ERlucT glycosylation luciferase reporter, 24 h; percent of 100 nM tunicamycin response; reporter increase, % at 12.5 µM; 0.23% of 360,000 active;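 active means mean luciferase reporter signal, scaled so untreated is 0 and the glycosylation-blocking control 100, at or above a set limit in every replicate; inconclusive means mean reaches the limit but not every replicate does; inactive means mean below the limit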;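 further: luciferase carries N-glycosylation sites so blocking glycosylation raises the light; 0% = median of neutral control wells and 100% = median of 100 nM tunicamycin wells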
PDI turbidity: blocks human protein disulfide isomerase activity; P07237; PDI insulin aggregation turbidity, A650, 90 min; inhibition, % at 10 µM; 0.052% of 350,000 active; AID 588391;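 active means mean inhibition across replicates of 30% or more, whatever share of single replicates reach that level; inconclusive means mean inhibition below 30% while every single replicate reaches 30%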;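 further: absorbance from insulin aggregation driven by PDI reduction with DTT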
CaV13 ICDI inh: Primary screen for inhibitors of IQ motif and Ca2+-dependent inactivation inhibitor domain binding in CACNA1D, Förster resonance energy transfer in living cells, … | 0.098% of 340,000 active | HEK cells, CFP/YFP FRET ICDI-IQ, plate reader, 10 min; percent FRET-ratio fall versus neutral wells | inhibition, % at 12.3 µM;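 active means mean replicate inhibition of at least 30% and at least 1% of replicates passing that level; inconclusive means only one of the two criteria is met; inactive means neither criterion is met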;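 further: 0% = median of the neutral control wells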
m5-HT2A agonist: mouse HTR2A agonism via beta-arrestin recruitment; P35363; CHO-K1 mHTR2A beta-arrestin complementation, luminescence; percent of 30 µM serotonin response; activation, % at 7.6 µM; 0.66% of 360,000 active; AID 624169;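 active means activation above a run cutoff, the mean activation of all tested compounds plus 3 SD, cut at about 14% in these data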;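 further: 0% = plate median of compound wells and 100% = 30 µM serotonin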
Granule exo inh: lytic granule exocytosis inhibition; TALL-104 LAMP-1 surface exposure, flow cytometry; cells stimulated with thapsigargin and PMA; inhibition, % at 10 µM; 0.66% of 360,000 active;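 active means inhibition above about 55%, limit read from the data; inconclusive means no clear call, values can overlap the other calls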
H9c2 protect: modulators protecting cardiomyocytes from myocardial damage | H9c2 cardiomyocytes, H2O2 injury protection, ATPLite, 2 h | protection from H2O2 cell death, % at 20 µM | 0.63% of 360,000 active;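 active means compounds giving at least 50% protection of heart cells from peroxide-induced death in the single-dose screen, raw or plate-pattern-corrected value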;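 further: 0% = DMSO wells with peroxide and 100% = DMSO wells without peroxide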
MC4R ag barr: agonists of human melanocortin 4 receptor (MC4R) beta-arrestin. activation, % at 8.9 µM. P32245. U2OS MC4R beta-arrestin complementation, luminescence; percent of melanotan II response, DMSO zero. 0.98% of 360,000 active;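 active means activation above a per-plate cutoff, the mean activation of sample wells on that plate plus 3 SD, cut at about 8% in these data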
ABHD5 PLIN5 PPI: blocks binding of human ABHD5 to perilipin-5; 0.78% of 360,000 active; inhibition, % at 4 µM; Split G. princeps luciferase complementation, luminescence, 4 h; Q00G26+Q8WTS1;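 active means inhibition above the mean inhibition across every tested compound plus 3 SD, cut at about 22% in these data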;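 further: 0% = DMSO only wells and the 100% control is not disclosed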
Target sequence (Q00G26 whole entry, looked up): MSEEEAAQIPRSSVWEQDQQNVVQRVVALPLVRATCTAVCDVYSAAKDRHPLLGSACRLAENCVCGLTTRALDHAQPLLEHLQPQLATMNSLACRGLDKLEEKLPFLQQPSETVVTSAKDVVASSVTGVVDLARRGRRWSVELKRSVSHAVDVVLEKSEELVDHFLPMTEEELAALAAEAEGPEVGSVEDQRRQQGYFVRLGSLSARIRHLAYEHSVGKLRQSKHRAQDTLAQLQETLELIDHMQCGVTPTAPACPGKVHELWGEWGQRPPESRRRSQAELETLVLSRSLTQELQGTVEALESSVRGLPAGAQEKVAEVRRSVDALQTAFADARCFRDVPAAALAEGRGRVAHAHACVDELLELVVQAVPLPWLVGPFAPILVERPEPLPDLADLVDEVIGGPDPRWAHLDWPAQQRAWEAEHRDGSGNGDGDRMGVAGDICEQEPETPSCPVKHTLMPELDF
Target sequence (Q8WTS1 whole entry, looked up): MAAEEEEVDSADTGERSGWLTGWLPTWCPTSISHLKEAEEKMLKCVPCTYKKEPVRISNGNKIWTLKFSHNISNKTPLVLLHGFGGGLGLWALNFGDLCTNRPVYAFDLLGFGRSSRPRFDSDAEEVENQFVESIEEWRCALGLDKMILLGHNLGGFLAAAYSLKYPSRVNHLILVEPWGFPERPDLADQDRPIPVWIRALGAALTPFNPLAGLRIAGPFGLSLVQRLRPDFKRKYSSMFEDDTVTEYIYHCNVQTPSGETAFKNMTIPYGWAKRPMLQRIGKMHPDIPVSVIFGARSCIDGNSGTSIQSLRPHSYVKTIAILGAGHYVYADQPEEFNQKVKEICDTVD
An asterisk follows results filed as active; ? = inconclusive; . = not tested or not shown.

Below each SMILES: MC4R antag cAMP	ABCB6 inh 2	N-glyco inh	PDI turbidity	CaV13 ICDI inh	m5-HT2A agonist	Granule exo inh	H9c2 protect	MC4R ag barr	ABHD5 PLIN5 PPI
> CCOc1ccc(N(CC(=O)NCc2cccs2)S(=O)(=O)c2c(C)noc2C)cc1
    -2	99	-1	0	-8	-1	6	3	0.0	-7
> CCN(CC)C(=O)Oc1ccc2ccccc2c1Br
    -7	96	-10	9	-6	2	-3	-10	0.5	-2
> Cc1ccc(/C=N/n2c(COc3ccccc3)n[nH]c2=S)cc1
    5	98	-1	0	-21	5	42	-7	-0.3	0
> CSc1cccc(NC(=S)N(CCC(C)C)C(C)c2ccncc2)c1 (configuration not stated)
    1	97	-2	2	-3	-1	-7	0	0.7	3
> Cc1cccc(N=C2NN=C(c3ccccc3F)CS2)c1C
    5	96	-7	0	-7	-5	-1	-11	-4.2	-16
> Cc1cc(C)nc(NS(=O)(=O)c2ccc(CC(C)C)cc2)c1
    -1	94	0	3	-5	1	4	-1	0.5	-2
> NS(=O)(=O)c1cccc(Nc2nc3ccccc3nc2NS(=O)(=O)c2ccc(Cl)cc2)c1
    14	99	1	8	-6	7	0	-5	2.9	8
> O=C(NCC1CCCO1)c1ccc2c(c1)C(=O)N(c1cccc([N+](=O)[O-])c1)C2=O (configuration not stated)
    3	98	2	5	-7	-4	-4	-1	-0.3	17
> CCOc1ccc(Cl)cc1/C=N/NC(=O)c1ccccc1
    4	98	2	4	-17	2	-2	-1	-0.8	1
> C/C(=N\NC(=O)c1ccncc1)c1cccs1
    1	102	0	0	-4	-2	-1	1	-2.4	-1
> C/C(=N\N=C(/N)SC1CC(=O)N(c2ccc(Br)cc2)C1=O)c1cccs1 (configuration not stated)
    -1	100	1	-11	-7	5	-4	-9	0.3	-2
> Cc1ccc(-n2nc(C(=O)N3CCOCC3)cc2-c2ccc(Cl)cc2)cc1
    15	99	-2	2	-1	-2	-2	-1	0.6	-9
> COC(=O)c1sc2ccccc2c1NC(=O)c1coc2ccccc2c1=O
    0	95	3	8	-4	-1	7	-6	-2.9	-2
> COc1ccc(N(CC(=O)N/N=C(\C)c2ccccc2)S(=O)(=O)c2ccccc2)cc1
    10	96	-1	-1	-17	1	3	4	-0.1	-2
> CN1CCN(c2nc3c(c(=O)[nH]c(=O)n3C)n2CCCSc2ncccn2)CC1
    -5	96	1	8	-2	1	4	4	-2.2	6
> CC1CCN(c2ccccc2N)CC1
    10	101	-1	1	-4	4	-1	0	0.1	4
> COc1cc(NC(=O)CSc2ccc3c(c2)OCCO3)cc(OC)c1OC
    13	90	-2	-7	-4	-1	2	-23	-0.7	1
> Cc1nc(C(F)(F)F)ccc1C(=O)Nc1ccc(C(F)(F)F)cn1
    13	99	1	2	-7	4	6	-2	-0.8	1
> Cc1cc(C)n(-c2ccc(C(=O)Nc3cccnc3)cc2)n1
    5	96	-1	-8	-5	3	-8	2	-0.2	0
> COc1cc(Br)c(C(C)NC(=O)c2cccc(Br)c2)cc1OC (configuration not stated)
    10	95	-1	-2	-9	2	-2	1	1.7	0
> Cc1c(OC(C)C(=O)NCc2cccnc2)ccc2c3c(c(=O)oc12)CCCC3 (configuration not stated)
    6	101	-1	-12	-7	1	-3	2	-2.6	7
> CN1CCN(C(=O)c2ccc3c(c2)N(Cc2ccc(Cl)cc2)C(=O)c2ccccc2S3=O)CC1 (configuration not stated)
    12	91	2	.	-5	-2	17	14	-0.1	7
> COc1ccc(C2C(C(=O)c3ccc(C)o3)=C(O)C(=O)N2Cc2cccnc2)cc1 (configuration not stated)
    7	97	1	9	-7	6	-7	0	-0.5	-5
> Nc1nonc1-n1nnc(C(=O)N/N=C/c2ccc(OCc3cccc(Cl)c3)cc2)c1CN1CCCCC1
    -1	97	-3	-4	-3	6	9	-11	0.1	0
> COc1cc(CC(=O)OCC(=O)c2ccc3c(c2)OCCO3)cc(OC)c1OC
    -18	106	10	8	-5	-2	3	-1	-2.4	-8
> Cc1cc(C(F)F)n2ncc(C(=O)O)c2n1
    5	108	1	0	.	2	3	4	-1.7	3
> S=C(Nc1ccccc1)Nc1cccc(Br)c1
    -2	102	2	4	-5	-3	9	-2	-0.6	-6
> COc1ccc(N2CCN(C(=O)CC(C)S(=O)(=O)c3ccc4c(c3)NC(=O)CO4)CC2)cc1 (configuration not stated)
    0	99	-2	3	-4	4	0	-7	-2.2	-6
> CCOC(=O)c1c(NC(=O)COC(=O)c2ccc([N+](=O)[O-])cc2)sc(C(=O)N(C)C)c1C
    10	101	0	8	-4	3	6	30	-2.9	6
> COC(=O)C(C(=O)OC)N1C(=O)CCC1=O
    2	99	4	17	-9	2	-3	8	0.5	1
> Cn1c(CNC(=O)CCNC(=O)c2ccc(Br)cc2)cc(=O)n(C)c1=O
    2	95	1	18	-2	5	0	0	0.4	2
> Cc1nc(SCC(=O)NCc2ccccc2)c2oc3ccccc3c2n1
    2	95	-2	7	-6	-2	-3	13	-1.0	5
> CC(=O)Nc1cccc(NC(=O)C(=O)c2cn(CC(=O)N3CCCC3)c3ccccc23)c1
    2	98	1	3	-3	-1	-3	2	-0.9	3
> COc1ccc(NC(=O)COC(=O)c2ccc(OCc3ccccc3Cl)c(OC)c2)c(OC)c1
    2	95	-5	-13	-4	0	-5	-7	3.0	-4
> COc1cccc(C2NC(=O)CCC2[N+](=O)[O-])c1 (configuration not stated)
    1	93	0	1	-21	0	-4	2	-0.3	6
> COc1cc(C2C3=C(CC(C)(C)CC3=O)N(C)C3=C2C(=O)CC(C)(C)C3)cc(Br)c1O
    17	101	-1	0	35*	-3	11	4	0.5	-1
> CCOC(=O)CNC(=O)CCc1nnc2ccc(N3CCC(C)CC3)nn12
    17	98	0	-5	-18	1	-8	-1	0.0	1
> CC(C)CCOP(=O)(c1ccc(N(C)C)cc1)C(O)c1ccccc1F (configuration not stated)
    11	99	-3	7	-5	-1	0	-2	-1.1	1
> CCCC(=O)Nc1nc(-c2ccc(Cl)s2)cs1
    -4	97	0	2	-2	-7	-10	-10	-5.0	-5
> Cn1cnc2c1c(=O)n(CC(O)CO)c(=O)n2C (configuration not stated)
    -6	?	-1	-5	-3	2	2	4	-2.0	-4

A second format for four compounds above:
Compound	MC4R antag cAMP	ABCB6 inh 2	N-glyco inh	PDI turbidity	CaV13 ICDI inh	m5-HT2A agonist	Granule exo inh	H9c2 protect	MC4R ag barr	ABHD5 PLIN5 PPI
CCOC(=O)CNC(=O)CCc1nnc2ccc(N3CCC(C)CC3)nn12	17	98	0	-5	-18	1	-8	-1	0.0	1
CC(C)CCOP(=O)(c1ccc(N(C)C)cc1)C(O)c1ccccc1F (configuration not stated)	11	99	-3	7	-5	-1	0	-2	-1.1	1
CCCC(=O)Nc1nc(-c2ccc(Cl)s2)cs1	-4	97	0	2	-2	-7	-10	-10	-5.0	-5
Cn1cnc2c1c(=O)n(CC(O)CO)c(=O)n2C (configuration not stated)	-6	?	-1	-5	-3	2	2	4	-2.0	-4

Later entries:
Below each SMILES: MC4R antag cAMP	ABCB6 inh 2	N-glyco inh	PDI turbidity	CaV13 ICDI inh	m5-HT2A agonist	Granule exo inh	H9c2 protect	MC4R ag barr	ABHD5 PLIN5 PPI
> COc1ccc(C(=O)NNC(=O)CN(C)S(=O)(=O)c2ccc(Cl)cc2)c(OC)c1OC
    3	99	-1	3	-2	0	7	6	-3.3	-7
> O=C(C(Cc1ccccc1)NS(=O)(=O)c1cccc2cccnc12)N1CCc2ccccc21 (configuration not stated)
    6	102	-5	4	28	-3	-4	7	0.2	-4
> Cc1cc2nc(-c3ccc(Cl)cc3)c(Cc3cccc(Cl)c3)n2c(C)c1Br
    .	100	.	.	-7	-1	-4	.	.	5
> COc1ccc(OC)c(/C=N/NC(=S)NCCc2ccccc2)c1
    -1	92	0	8	-19	-4	24	-11	-1.2	-6
> O=C(/C=C/c1ccccc1)N1CCN(CC(O)COc2ccccc2)CC1 (configuration not stated)
    2	99	1	9	.	-5	-2	-7	0.3	0
> OCC[C@H]1C[C@H](O)[C@@H](O)[C@]2(Cc3ccccc3O2)O1
    6	96	2	1	-5	0	-5	7	1.9	4
> COc1ccc(/C=C2/N=C3CCCCCN3C2=O)cc1OC
    -7	99	2	3	-5	8	-3	3	0.7	0
> COc1cccc(C(=Cc2ccc([N+](=O)[O-])cc2)C(=O)O)c1
    9	95	0	4	-6	3	2	0	-2.9	-5
> CCN(CC(=O)Nc1cc(Cl)ccc1C)C(=O)c1ccc(=O)n(Cc2ccccc2)n1
    12	102	-5	7	-6	-1	0	3	-3.2	1
> Cc1cccc(N2CCN(c3ccc(NC(=O)/C=C\C(=O)O)cc3)CC2)c1
    -5	100	2	-2	-4	4	-1	2	-3.7	-3
> CNS(=O)(=O)c1cccc(C(=O)OCC(=O)c2cc(C)n(-c3ccc4c(c3)OCO4)c2C)c1
    11	97	-2	-11	-7	-6	1	-10	-1.6	4
> CC(NC(=O)C1CCCN1S(=O)(=O)c1cccc2cccnc12)c1ccccc1 (configuration not stated)
    3	93	-1	-5	6	-3	1	3	-2.1	8
> Cc1cc(C)nc(N(C#N)Cc2cccc(Cl)c2)n1
    -13	100	-1	-8	-4	-6	-4	-10	-1.2	-2
> Cc1cn([C@H]2C[C@H](O)[C@@H](CCC(=O)NCC3CCCO3)O2)c(=O)[nH]c1=O (some centres not stated)
    .	97	0	.	-7	11	13	-1	.	-9
> COc1ccc(N(C)S(=O)(=O)c2ccc3c(c2)NC(=O)CO3)c(OC)c1
    16	94	0	1	-2	2	0	1	-2.2	3

Filtered by structure: those above with a nitro group on carbon (4)
Below each SMILES: MC4R antag cAMP	ABCB6 inh 2	N-glyco inh	PDI turbidity	CaV13 ICDI inh	m5-HT2A agonist	Granule exo inh	H9c2 protect	MC4R ag barr	ABHD5 PLIN5 PPI
> O=C(NCC1CCCO1)c1ccc2c(c1)C(=O)N(c1cccc([N+](=O)[O-])c1)C2=O (configuration not stated)
    3	98	2	5	-7	-4	-4	-1	-0.3	17
> CCOC(=O)c1c(NC(=O)COC(=O)c2ccc([N+](=O)[O-])cc2)sc(C(=O)N(C)C)c1C
    10	101	0	8	-4	3	6	30	-2.9	6
> COc1cccc(C2NC(=O)CCC2[N+](=O)[O-])c1 (configuration not stated)
    1	93	0	1	-21	0	-4	2	-0.3	6
> COc1cccc(C(=Cc2ccc([N+](=O)[O-])cc2)C(=O)O)c1
    9	95	0	4	-6	3	2	0	-2.9	-5
